ARNT-TACC3 inh – disruptors of human ARNT/TACC3 interaction; inhibition, % at 9.99 µM; AlphaScreen His-ARNT PAS-B/GST-TACC3 binding, luminescence; TACC3 fragment carries E629A point mutation; AID 623870; 0.66% of 390,000 active; Q9Y6A5;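 active = mean inhibition of replicates at least 50% and at least half of replicates each reaching 50%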;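 note: 0% = complete ARNT plus TACC3 wells and 100% = ARNT alone without TACC3; many hits fall short of the cut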
* marks the source's active call; other numbers are inactive results. Some of the compounds tested. The share of hits here may be higher or lower than overall.

Sample of the layout:
canonical_smiles | ARNT-TACC3 inh
O=C(NCCN1CCN(Cc2ccccc2)CC1)C1CC(=O)N(C2CCCC2)C1 (stereo unspecified) | -3
O=C(NCC1COc2ccccc2O1)C1C2C=CC3(CN(Cc4ccccc4Cl)C(=O)C13)O2 (stereo unspecified) | 2
COC(/C=C/Nc1ccc(C)c(C)c1)=C(C#N)C#N | 3

The whole of this part, from the start:
canonical_smiles | ARNT-TACC3 inh
O=C(NCCN1CCN(Cc2ccccc2)CC1)C1CC(=O)N(C2CCCC2)C1 (stereo unspecified) | -3
O=C(NCC1COc2ccccc2O1)C1C2C=CC3(CN(Cc4ccccc4Cl)C(=O)C13)O2 (stereo unspecified) | 2
COC(/C=C/Nc1ccc(C)c(C)c1)=C(C#N)C#N | 3
CCOc1ccc(NC(=O)CSc2nnc(-c3ccco3)n2C)cc1 | 1
COc1ccccc1N1CCN(c2ncnc3sc(C)c(-c4ccccc4)c23)CC1 | 8
CC(=O)N1CCc2cc(S(=O)(=O)NCCCN3CCN(Cc4ccccc4)CC3)ccc21 | -3
O=C1CC(N2CCCc3ccccc32)C(=O)N1c1ccccc1 (stereo unspecified) | 0
CCC(C)(C)NC(=O)C(c1cccnc1)N(CCOC)C(=O)Cn1nnc2ccccc21 (stereo unspecified) | -12
O=C(Nc1ccc(N2CCOCC2)cc1)c1cn2ccccc2n1 | -3
CCn1nnnc1SCC(=O)NCc1cccs1 | -8
CCN(CC)S(=O)(=O)c1ccc(-n2cnnn2)c(C)c1 | -1
CCC(CC)n1[nH]c(=O)cc1N | -4
CCC1c2ccc(C)n2CCN1C(=O)Nc1ccccc1OC (stereo unspecified) | 10
NC(=O)CCS(=O)(=O)c1ccccc1 | -10
COc1cc(OC)cc(OCC(O)Cn2ccnc2)c1 (stereo unspecified) | 0
COc1ccc(S(=O)(=O)NCCSC(C)(C)C)c(Cl)c1Cl | 1
COc1cccc(OCCn2cc(C(=O)c3ccco3)c3ccccc32)c1 | -7
O=C(NCc1cccnc1)C(C(=O)c1ccc(F)cc1)n1ccccc1=O (stereo unspecified) | -11
N/C(CCCN1CCCCC1)=N/O | -3
COc1ccc(OC)c(C2/C(=C(\O)c3ccc(OC)c(Cl)c3)C(=O)C(=O)N2CCN(C)C)c1 (stereo unspecified) | -1
O=C(NCC(=O)N(Cc1ccccc1)C(C(=O)NC1CCCC1)c1ccco1)c1ccco1 (stereo unspecified) | -3
Cc1ccc(C)c(N2CCN(C(=O)c3cc4sccc4n3C)CC2)c1 | 9
Cc1ccc2nsnc2c1NC(=O)c1ccc([N+](=O)[O-])o1 | 4
Cc1c(CCC(=O)NC2CC2)c(=O)oc2c(C)c(O)ccc12 | -10
Cc1[nH]c2ccccc2c1/C=C/c1cc[n+](C)cc1 | 5
Cn1c(Cn2cnc(Cl)c2Cl)nc2ccccc21 | 9
C=C(C)COc1ccc(-c2[nH]ncc2-c2ccc(OC)c(OC)c2)c(O)c1 | 10
COCCn1c(CNc2ccc(F)cc2)nnc1SCC(=O)Nc1ccc(OC)cc1OC | -3
COc1cc(NC(=O)Nc2cccc(C(C)=O)c2)cc(OC)c1OC | -2
CN1CCN(CCCNC(=O)c2cc3c(=O)oc4ccccc4c3s2)CC1 | 2
N#CCn1cnc2c(oc3ccccc32)c1=O | -21
CCc1nc2c(c(=O)[nH]1)C1(CCCC1)Cc1ccccc1-2 | -2
CCCCC(=O)Nc1ccc2c(c1)nc(CCN1CCOCC1)n2C | -16
Cc1nnc(SCC(=O)N2CCOCC2)n1C | -2
COC(=O)Cc1c(C)nc2nc(NCc3c(F)cccc3Cl)[nH]n2c1=O | -4
O=C(OC1CCCCC1)c1ccc(NC(=O)c2ccco2)cc1 | -4
CCc1nc(SCCO)c2oc3ccccc3c2n1 | 0
O=C(c1ccccc1F)N1CCN(S(=O)(=O)c2ccc(Br)cc2)CC1 | -5
CCCCN1C(=O)NC(NS(=O)(=O)c2ccc(N)cc2)(C(F)(F)F)C1=O (stereo unspecified) | -11
COc1cc(COCC(O)CN2CCOCC2)cc(OC)c1OC (stereo unspecified) | -25
NS(=O)(=O)c1ccc(CCNc2ncnc3c2c(-c2ccccc2)cn3-c2ccc(F)cc2)cc1 | -6
NC(=O)CC1NC(=O)c2ccccc21 (stereo unspecified) | -6
O=C(CSc1ccccc1C(=O)NCCCN1CCCC1=O)NCc1ccco1 | -9
CCCCOC(=O)Cn1c(=N)n(CCN(CC)CC)c2ccccc21 | 1
C=CCSc1nnc(NC(=O)c2ccc(S(=O)(=O)NCC3CCCO3)cc2)s1 (stereo unspecified) | 14
O=C1c2ccccc2C(=O)N1c1nc(-c2cccs2)cs1 | -18
FC(F)(F)C1CC(c2cccs2)Nc2ncnn21 (stereo unspecified) | 4
CCOC(=O)CNc1nc(-c2ccncc2)nc2ccccc12 | 2
COc1ccccc1Cn1c(=S)[nH]c2cc(C(=O)NCCN3CCOCC3)ccc2c1=O | -6
O=C(Cc1coc(-c2ccc(F)cc2)n1)Nc1ccccc1 | -5
CCOC(=O)c1ccc(N2C(=O)CC(N3CCC(C(=O)OCC)CC3)C2=O)cc1 (stereo unspecified) | -5
CCC(=O)NC(c1cccc([N+](=O)[O-])c1)c1c(OC(C)=O)ccc2ccccc12 (stereo unspecified) | 10
COCCCNC(=O)c1ccc2c3c(onc13)-c1ccccc1C2=O | 31*
COC(=O)c1nnn(-c2nonc2N)c1CSc1ccc(Cl)cc1 | -3
CCCN(C#N)c1nc(NCC)nc(NC(C)C)n1 | -1
Cc1cc2cc(CCNC(=O)c3ccc(S(=O)(=O)N4CCOCC4)cc3)c(=O)[nH]c2cc1C | -17
CCN(CC)C(=O)CSc1nc2ccc(NC(=O)CSc3nccn3C)cc2s1 | -2
Clc1ccc(OCc2nc(-c3ccncc3)no2)c(Cl)c1 | -17
COc1ccc(NS(=O)(=O)c2ccc(Oc3ncccn3)cc2)cc1 | -10
N#Cc1cnn(Cc2ccc(Cl)cc2)c1N | -16

Next part.
canonical_smiles | ARNT-TACC3 inh
Cc1ccc(-n2nc3c(N4CCC(C(=O)N5CCCCCC5)CC4)nnc(C)c3c2C)cc1 | 2
CCOc1cc(C2NC(=O)NC(O)(C(F)(F)F)C2C(=O)c2ccc(OC)cc2)ccc1O (stereo unspecified) | -3
COc1ccc2c(c1)C(=O)N1[C@H]3c4cc(Br)ccc4OC[C@@H]3[C@H](c3ccccc3)[C@]1(C)C(=O)N2 | -4
CSc1nnc2c3ccccc3n(CCc3ccccc3)c2n1 | -2
CCOc1ccc(N(CC(=O)NCC2CCCO2)S(=O)(=O)c2ccc(OC)c(OC)c2)cc1 (stereo unspecified) | -5
c1ccc(-c2nnc(SCCC3OCCCO3)o2)cc1 | -2
CCN(C(=O)CSc1nnc(-c2ccncc2)n1C)C1CCS(=O)(=O)C1 (stereo unspecified) | -1
Cc1ccc2cc(C#N)c(N3CCCC3)nc2c1C | -4
Cc1ccc(C)c(S(=O)(=O)NC(C)C(=O)Nc2ccc(-c3nc4ccccc4s3)cc2)c1 (stereo unspecified) | 0
O=C(NCCSCc1ccco1)Nc1cccc(Cl)c1 | -3
O=C1CC(c2ccccc2)c2c(O)cc(O)cc2O1 (stereo unspecified) | -5
Cc1cccc(N(CC(=O)N/N=C/c2ccc(OCC(=O)NCc3ccco3)cc2)S(C)(=O)=O)c1C | 5
COn1c(-c2ccccc2)nc2ccc(Cl)cc21 | -7
CSC(=NC#N)N1CCN(c2ccc(Cl)cc2)CC1 | 5
COCCNC(=O)C(c1ccc(C)o1)N(C(=O)c1snc(C(N)=O)c1N)c1cc(C)cc(C)c1 (stereo unspecified) | 1
Cc1ccc(CNC(=O)C2CCN(S(=O)(=O)c3cnc[nH]3)CC2)cc1 | 0
Cc1nn(-c2ccccc2)c(C)c1C(=O)OCC(=O)NCc1ccco1 | 9
Cc1n[nH]c(C)c1Sc1ccccc1N=Cc1cc(Cl)cc([N+](=O)[O-])c1O | -2
CN1CCC(=NNC(=O)c2ccco2)CC1 | -6
Cc1cc(NC(=O)CN2CCCC(C)C2)n(-c2nc3ccccc3s2)n1 (stereo unspecified) | -7
COc1ccc(Sc2cnn(-c3ccccc3)c(=O)c2Cl)cc1 | -1
COCCCN1C(=O)C(O)=C(C(=O)c2ccco2)C1c1cccc(Br)c1 (stereo unspecified) | -1
CCc1ccccc1NC(=O)CSc1nnc([C@@H]2CCCN2C(=O)OC(C)(C)C)o1 | 3
O=C(CN1C(=O)c2ccccc2S1(=O)=O)Nc1ccc(S(=O)(=O)N2CCCCC2)cc1 | 5
Cc1ccc2c(CN3C(=O)NC(C)(c4ccc5c(c4)OCO5)C3=O)cc(=O)oc2c1 (stereo unspecified) | -2
Cc1ccc(S(=O)(=O)CC(=O)NC2CC2)cc1 | -5
CCC(=O)Nc1cccc(NC(=O)CSc2nnc(-c3ccc(NS(C)(=O)=O)cc3)n2CC)c1 | -8
Cc1csc(SCCn2c(N3CCCC3)nc3c2c(=O)[nH]c(=O)n3C)n1 | -5
Cc1cc(-n2c(C)cc(C(=O)CN3C(=O)NC4(CCCCC4C)C3=O)c2C)no1 (stereo unspecified) | 2
O=C(CC1CCCCC1)Nc1ncn[nH]1 | 8

Sorted by the number under ARNT-TACC3 inh (smallest number first): some entries from above
canonical_smiles | ARNT-TACC3 inh
COn1c(-c2ccccc2)nc2ccc(Cl)cc21 | -7
Cc1ccc(S(=O)(=O)CC(=O)NC2CC2)cc1 | -5
c1ccc(-c2nnc(SCCC3OCCCO3)o2)cc1 | -2
COCCCN1C(=O)C(O)=C(C(=O)c2ccco2)C1c1cccc(Br)c1 (stereo unspecified) | -1
CSC(=NC#N)N1CCN(c2ccc(Cl)cc2)CC1 | 5
Cc1nn(-c2ccccc2)c(C)c1C(=O)OCC(=O)NCc1ccco1 | 9

(more compounds)
canonical_smiles | ARNT-TACC3 inh
COc1ccccc1OC(C)C(=O)Nc1nc(-c2ccc(S(=O)(=O)N3CCOCC3)cc2)cs1 (stereo unspecified) | 14
O=S(=O)(c1ccccc1)n1ccc2ccccc21 | -14
O=C(CSc1nnnn1-c1cccnc1)Nc1ccc(OCc2ccccc2)cc1 | -2
O=C(C(c1ccccc1)c1ccccc1)N1CCC(c2nc(-c3ccccc3Cl)no2)CC1 | 2
c1ccc2c(c1)oc1c(Nc3ccc(CN4CCOCC4)cc3)ncnc12 | 9
CCOc1cc(C)c(C(C)C)cc1S(=O)(=O)N1CCN(C)CC1 | -2
CCOCCOCCC(C(=O)O)P(=O)(c1ccccc1)c1ccccc1 (stereo unspecified) | -12
CC(=O)c1ccc(S(=O)(=O)N(Cc2cc3cc4c(cc3[nH]c2=O)OCCO4)CC2CCCO2)cc1 (stereo unspecified) | 0
CCOC(=O)c1ccc(N2C(=O)c3n[nH]c(C)c3C2c2ccc(OC)cc2OC)cc1 (stereo unspecified) | -2
COCC(C)Nc1ncnc2c1cnn2-c1ccc(Cl)cc1 (stereo unspecified) | -18
N#Cc1ccccc1NC(=O)CSc1nnc(-c2ccccc2)n1-c1ccccc1 | 20
CCn1c(CCNC(=O)c2cccs2)nnc1SCC(=O)c1ccc(OC)cc1 | -6
CCCCN(C)C(=O)CSc1nc(NCc2ccc(OC)cc2)c2ccccc2n1 | 6
O=C(CCOc1ccccc1)OCC(=O)c1cc2ccccc2o1 | 0
COc1ccccc1-n1c(SCC(=O)O)nnc1-c1ccc(S(=O)(=O)N2CCCCC2)cc1 | 26
CS(=O)(=O)N1CCC(C(=O)Nc2ccc3c(c2)OCO3)CC1 | 3
CCOC(=O)c1cnc(C(C)(C)C)[nH]c1=O | -15
CCN(CC)S(=O)(=O)c1cccc(C(=O)N2CC(O)CC2C(=O)O)c1 (stereo unspecified) | 1
CN(CC(=O)Nc1nccs1)S(=O)(=O)c1ccc(F)cc1 | -5
CCOc1ccc(N2CC(C(=O)Nc3ccc(F)cc3F)CC2=O)cc1 (stereo unspecified) | -8
Cc1cc(C(=O)N2CCN(C(c3ccccc3)c3ccccc3)CC2)no1 | -12
CCCn1nc(C(=O)Nc2cccc(C(=O)OC)c2)c2ccccc2c1=O | 2
O=C(c1ccc(C(F)(F)F)cc1)c1c[nH]c(C(=O)NCCCn2ccnc2)c1 | -6
O=C(COC(=O)c1ccc(NS(=O)(=O)c2ccc3c(c2)OCCO3)cc1)NC1CC1 | 10
CCOC(=O)c1c(C)n(C)c2ccc(OCC(O)Cn3nc(C)c(Br)c3C)cc12 (stereo unspecified) | 0
COc1ccc(NC(=O)CSc2nc(C)c3c(c2C#N)CCCC3)cc1 | -2
O=S(=O)(c1cccc(NC(=S)Nc2ccc(Br)cc2Cl)c1)N1CCOCC1 | -17
CCCCOC(=O)C(C)c1c(C)[nH]c(=S)[nH]c1=O (stereo unspecified) | 3
CC(C)N1C(=O)/C(=C/c2nc3ccccc3c(=O)n2-c2ccccc2)c2ccccc21 | 5
COc1cc([N+](=O)[O-])ccc1NC(=O)CSc1ccccn1 | -2
CCOC(=O)C1CCN(C(=O)CN(Cc2ccc(Cl)cc2)S(C)(=O)=O)CC1 | -7
CN1CCN(S(=O)(=O)c2ccc(Cc3ccc(S(=O)(=O)N4CCN(C)CC4)cc3)cc2)CC1 | 7
N#Cc1cc2c(nc1SCc1cccnc1)CCCC2 | -2
Cc1cc(-c2cccs2)nc(-n2cccc2)n1 | -16
Cn1c(=O)c2c(O)cc(=O)n(-c3ccccc3)c2n(C)c1=O | -3
Cc1ccc2[nH]c(-c3ccccc3)c(CN3CCOCC3)c(=O)c2c1 | -3
COc1cc(C(=O)NCc2nnc(SCC(=O)Nc3cc(C)cc(C)c3)o2)cc(OC)c1OC | -3
CCN1C(=O)CC(N2CCN(c3ccc(C(=O)c4ccncc4)cc3)CC2)C1=O (stereo unspecified) | 3
COC(=O)c1ccccc1NC(=O)C1COc2ccccc2O1 (stereo unspecified) | -6

Source: PubChem BioAssay
